Screening results as filed in PubChem.
GC-B act: GC-B (human) receptor activation. P20594. HEK293-GC-B cells, CNP EC30, cGMP TR-FRET; 0% at EC30 CNP, 100% saturating CNP. activation, % at 10 µM. 370,000 tested, 0.11% active. AID 1920062;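 active = activation at 10 µM reaching about 35% in either raw or pattern-adjusted values, limit read from the data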
SMARCA2 act: activators of SMARCA2 function; MG213 cells, MMTV-luciferase reporter, dexamethasone, overnight; activation, % at 9.1 µM; 370,000 tested, 1% active; in the data active = activation above about 7.8%;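 note: 0% = vehicle wells and 100% = reference activator wells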
ABHD4 inh: ABHD4 (mouse) inhibition, primary FP screen | Q8VD66 | purified mABHD4, FP-Rh probe fluorescence polarization | inhibition, % at 8.92 µM | 370,000 tested, 0.54% active;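 active = inhibition exceeding the mean over every tested compound plus 3 SD, cut at about 30% in these data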;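 note: 0% = plate median of compound wells and 100% = S159A mutant with DMSO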
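Assay system: mouse ABHD4 enzyme, wild type / Also added: fluorescent activity-based probe FP-Rh / Doses: single nominal dose of 8.92 µM, 0.89% DMSO final / Timing: 45 min compound pre-incubation plus 60 min probe step, 25 °C / Signal: FP readout, ex 525 nm / em 598 nm / Control set: S159A mutant/DMSO as 100%, compound-well median as 0%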
rCAG RNA binder: r(CAG) repeat RNA binding. TO-PRO-1 dye displacement fluorescence. inhibition, % at 3 µM. 370,000 tested, 1.3% active. AID 651821;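 active = inhibition above the plate cutoff, the mean of all test compounds on that plate plus 3 SD, cut at about 35% in these data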;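 note: 0% = DMSO alone and 100% = 100 µM mitoxantrone as full dye displacement; higher means more dye released from RNA so lower well fluorescence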
ARFGAP1 inhibitor: inhibits rat ARF GTPase activating protein 1; 360,000 tested, 0.26% active; AID 651572; inhibition, % at 16.5 µM; Q62848; Arfgap1-stimulated ARF1 GTP hydrolysis, GDP FP detection;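 active = inhibition above a per-plate limit, mean inhibition of low control wells plus 3 SD, cut at about 25% in these data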;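 note: 0% = DMSO wells with enzyme and 100% = wells lacking Arfgap1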
Target sequence (Q62848 1-136 limits assumed): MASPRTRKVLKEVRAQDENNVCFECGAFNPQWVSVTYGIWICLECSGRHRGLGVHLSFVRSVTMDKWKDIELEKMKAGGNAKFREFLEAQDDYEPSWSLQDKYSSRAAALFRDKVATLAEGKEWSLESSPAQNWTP
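Material: truncated rat Arfgap1 GAP domain; Incubation: compound-enzyme preincubation 20 min, reaction 120 min, detection 60 min, 25 °C; Read-out: percent inhibition of Arfgap1-stimulated GTP hydrolysis; Technique: FP, GDP Alexa 633 tracer displaced from anti-GDP antibody, 620/688 nm; Controls: No-Arfgap1 wells (100%) versus DMSO full-reaction wells (0%); Replication: single well per compound.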
NR1D1 modulator: Rev-erb alpha (human) modulation | 370,000 tested, 0.79% active | Rev-erbα–FITC-DNA binding, fluorescence polarization, 90 min | AID 1259318 | activity, % at 10 µM;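 active = activity above about 14%, limit read from the data; passing the limit was not always enough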;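 note: 0% = DMSO wells with 35 nM protein and 100% = DMSO wells with 750 nM protein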
NPR1 activator: GC-A (human) enzyme activation; activation, % at 10 µM; 370,000 tested, 0.14% active; P16066; AID 1671463; HEK293 GC-A cells, cGMP TR-FRET, EC30 ANP; 0% at EC30 ANP, 100% saturating ANP; in the data active = activation above about 40%
HTRA1 inhibitor: inhibitors of human serine peptidase HTRA1 | Q92743 | recombinant HTRA1, FP-rhodamine activity-based probe, fluorescence polarization | inhibition, % at 5.96 µM | 340,000 tested, 0.5% active; in the data active = inhibition above about 36%;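 note: 0% = enzyme with DMSO and 100% = wells lacking enzyme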
Target sequence (Q92743 whole entry, looked up): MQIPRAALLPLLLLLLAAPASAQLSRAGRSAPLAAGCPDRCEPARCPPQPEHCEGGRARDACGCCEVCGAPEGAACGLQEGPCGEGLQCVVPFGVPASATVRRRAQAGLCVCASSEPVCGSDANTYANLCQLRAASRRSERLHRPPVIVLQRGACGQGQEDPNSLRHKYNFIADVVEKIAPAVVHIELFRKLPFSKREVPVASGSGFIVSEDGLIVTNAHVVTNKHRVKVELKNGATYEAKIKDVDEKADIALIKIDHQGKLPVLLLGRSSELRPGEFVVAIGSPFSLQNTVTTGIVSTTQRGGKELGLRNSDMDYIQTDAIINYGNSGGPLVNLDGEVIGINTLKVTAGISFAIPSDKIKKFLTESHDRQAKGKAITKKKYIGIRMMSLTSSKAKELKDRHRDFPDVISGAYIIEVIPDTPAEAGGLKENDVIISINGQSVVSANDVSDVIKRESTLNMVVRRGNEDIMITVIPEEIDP
ASAP1 GAP inh: blocks human ASAP1-stimulated Arf1 GTP hydrolysis | GDP FP detection | inhibition, % at 16.5 µM | 360,000 tested, 0.19% active; in the data active = inhibition above about 25%;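 note: 0% = vehicle with enzyme and substrate and 100% = no enzyme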
Target sequence (Q9ULH1 325-724 limits assumed): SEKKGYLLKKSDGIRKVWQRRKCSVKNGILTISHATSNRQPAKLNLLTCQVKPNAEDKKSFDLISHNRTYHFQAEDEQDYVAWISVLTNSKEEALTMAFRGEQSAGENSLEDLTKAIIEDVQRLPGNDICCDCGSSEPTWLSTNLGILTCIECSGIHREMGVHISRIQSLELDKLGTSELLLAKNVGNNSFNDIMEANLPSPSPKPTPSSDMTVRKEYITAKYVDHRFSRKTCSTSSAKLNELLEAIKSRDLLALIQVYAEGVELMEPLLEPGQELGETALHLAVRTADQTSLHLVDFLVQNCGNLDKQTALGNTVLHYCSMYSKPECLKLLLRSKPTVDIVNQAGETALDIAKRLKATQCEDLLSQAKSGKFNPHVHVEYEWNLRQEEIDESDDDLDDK
PG9 binder: PG9 antibody binding by small molecule | TR-FRET gp120-PG9 antibody binding | inhibition, % at 6.7 µM | 360,000 tested, 0.43% active; in the data active = inhibition above about 8.5%
The depositor's hits bear a star; nt = not tested or not shown.

SMILES	GC-B act	SMARCA2 act	ABHD4 inh	rCAG RNA binder	ARFGAP1 inhibitor	NR1D1 modulator	NPR1 activator	HTRA1 inhibitor	ASAP1 GAP inh	PG9 binder
COc1ccc(S(=O)(=O)N2CCOCC2)cc1NS(=O)(=O)c1ccc(F)c(F)c1	5.7	5.1	-9.7	9.5	2.9	0.8	0.7	-0.3	7.8	1.6
Cc1ccc(-c2cc(C(=O)NCCCN3CCOCC3)c3ccc(Cl)c(C)c3n2)cc1	3.4	-2.5	2.1	5.9	4.5	-1.2	-0.5	-12.9	11.5	2.3
CCOc1ccc(-n2c(C)nc3cc(C(=O)NCc4ccc5c(c4)OCO5)ccc32)cc1	-3.2	-6.0	-12.8	2.6	-0.2	0.4	-0.6	-24.9	-0.8	-0.3
CCOC(=O)c1cc(-c2ccccc2)nn1CC1CC(c2cccc([N+](=O)[O-])c2)=NO1 (stereo unspecified)	-2.4	2.0	-13.9	-4.2	-6.5	2.2	-1.6	-11.5	24.5	-2.6
Cc1cc2c(cc1C)N(C(=O)CN1C(=O)c3ccccc3C1=O)C(C)(C)c1ssc(=S)c1-2	2.9	0.9	-13.6	5.4	6.1	4.7	2.6	-2.4	3.1	-0.5
CCOC(=O)c1oc2ccccc2c1CN1CCN(C(=O)c2ccccc2)CC1	-1.4	-4.1	0.8	-3.0	-4.7	-4.8	1.8	-2.1	10.2	-1.0
O=C1c2ccc(Oc3ccc([N+](=O)[O-])cc3)cc2C(=O)N1CCO	0.2	-1.7	-1.0	3.3	-5.0	-2.9	-0.3	7.5	2.9	-0.1
Cc1cc([N+](=O)[O-])ccc1N=Nc1c(N)[nH]n(-c2ccccc2)c1=O	7.6	1.6	29.9*	18.5	-5.8	7.0	8.2	3.2	-4.4	-2.1
O=[n+]1c2c(n([O-])c3c1CCC3)CCCC2	-4.4	-0.7	-3.9	0.5	7.3	-3.0	-2.5	-3.5	-6.3	-3.2
COc1ccc(C(CNc2ccc(C(F)(F)F)cn2)N(C)C)cc1OC (stereo unspecified)	0.3	-3.7	-2.5	-1.4	-0.5	5.0	-3.1	7.3	1.0	-1.2
CCOC(=O)c1ccc(NC2c3ccccc3C(=O)N2c2ccc(C)cn2)cc1 (stereo unspecified)	1.1	-3.4	-4.9	1.1	2.3	2.0	7.0	7.3	-9.4	0.1
CC(=O)c1ccc(OCCCC(=O)OCc2nnc(-c3ccc(Cl)cc3)o2)cc1	-6.6	8.3*	0.2	-1.0	6.7	-3.4	-3.5	-5.3	-0.2	0.3
COC(=O)c1ccc(/C=N\n2c(C)nnc2C)cc1	-0.8	0.9	-2.6	-0.5	-0.8	3.9	1.1	2.1	-18.5	0.0
Cc1ccc(-c2nc3ncccn3c2Nc2ccccc2C)o1	-1.6	0.4	8.0	-2.5	-7.5	-2.9	4.7	-1.9	-7.3	-1.3
COC(=O)[C@]12C[C@H](CC(=O)NCc3cccc4ccccc34)C(=O)N(Cc3cccc4ccccc34)C1=C[C@H](C(C)(C)C)O[C@@H]2C	1.0	-3.4	-29.1	10.7	nt	5.7	-0.2	nt	nt	nt
COc1cc(C(=O)N/N=C(\C)c2ccc3c(c2)OCO3)cc(OC)c1OC	3.9	-1.3	-6.7	-1.0	5.8	0.8	0.5	6.5	3.0	-1.2
O=C(Cn1cc(COc2c(F)c(F)c(Br)c(F)c2F)nn1)c1ccc(O)cc1	2.5	-1.6	5.6	7.8	-6.1	2.1	1.9	-10.0	14.5	-2.1
CC(C)c1ccc(CN2CCC2(C)C(=O)Nc2ccc3c(c2)OCO3)cc1 (stereo unspecified)	2.9	-4.2	-9.1	1.6	6.7	5.6	3.0	nt	-0.7	-0.8
S=C(NCc1ccc2c(c1)OCO2)NCc1ccc2c(c1)OCO2	-0.5	-2.4	1.7	-1.0	10.6	3.1	2.5	0.6	2.9	-0.3
CCCCC(=O)Nc1ccc2c3c(cccc13)C(=O)N2CC	3.1	-3.7	1.1	-2.0	-1.2	4.9	3.6	-1.0	2.3	-10.0
Cc1cccc(NC(=O)N2CCC(N(C)CCC(C)C)CC2)c1	-1.2	-4.6	-1.9	0.4	nt	0.7	3.0	nt	nt	nt
C[C@H](CO)N1C[C@H](C)[C@H](CN(C)C(=O)Nc2ccc(F)cc2)OCc2ccccc2-c2c(n(C)c3ccccc23)C1=O	-5.5	-3.7	-10.8	8.1	1.5	0.3	-4.8	-15.7	-4.1	0.9
COC(=O)[C@]12C[C@H](CC(=O)N3CCC(c4ccccc4)CC3)C(=O)N(Cc3ccccc3)C1=C[C@H](C(C)(C)C)O[C@@H]2C	-5.8	-2.6	-0.3	11.1	1.2	10.9	-2.9	nt	-7.3	-2.8
O=C1c2ccncc2C(=O)N1CO	2.3	1.9	3.1	5.7	-2.0	2.6	-0.2	2.8	4.3	-2.0
CCOC(=O)c1c(NC(=O)C2C3C=CC(C3)C2(C)C(=O)O)sc2c1CCCC2 (stereo unspecified)	-2.5	-1.9	2.7	43.3*	-4.1	-7.5	-4.5	0.8	7.2	2.3
CCCCSc1nsc(NC(C)=O)n1	-2.6	3.4	0.5	4.7	6.9	4.9	-0.2	6.1	-3.6	-0.8
CCCCC1CC1C(=O)Nc1ccc(OC)c(OC)c1 (stereo unspecified)	2.1	-2.2	2.8	-5.8	-0.8	-1.0	6.6	1.6	7.2	-1.6
Cc1ccc2c(c1)N(CC(=O)NCc1cccnc1)C(=O)CO2	0.6	1.9	-7.8	-0.5	-7.8	4.1	0.3	-1.7	-1.1	-2.0
Cc1ccc(C2SCC(=O)N2c2ccccc2)cc1 (stereo unspecified)	1.6	-1.0	-1.9	6.6	1.9	7.5	-4.2	-9.0	10.6	-1.2
O=C1C=CC(=Nc2ccc3c(c2)Cc2ccccc2-3)O1	-2.0	5.6	5.5	4.6	2.9	-0.8	-1.5	-4.6	-10.8	-3.2
CC(=O)N1CCC(N(CCN2CCOCC2)C(=S)Nc2ccccc2C)CC1	-2.0	3.2	2.6	-0.5	7.5	-5.8	3.0	5.8	-1.1	-2.7
CCOc1ccc(/C=C/C2=Cc3c(sc(NC(=O)CSc4n[nH]c(N)n4)c3C#N)C(C)(C)C2)cc1	-3.2	-1.6	-26.6	43.2*	-8.0	-1.6	-9.7	-42.7	4.7	-2.1
CCC(Sc1nc(C)cc(C)n1)C(=O)O (stereo unspecified)	-4.1	-0.3	-2.5	-0.5	1.7	7.1	-0.8	0.4	-1.9	-0.1
CCCCN1CC(COCc2ccccc2)Oc2cccc(NCc3ccc(OC)cc3)c2S1(=O)=O (stereo unspecified)	8.2	-5.1	-9.9	7.9	9.0	-3.1	-0.6	-15.7	8.3	-7.1
Cc1cc(C(=O)CN2C(=O)CCC2=O)c(C)n1Cc1ccccc1	-6.1	-7.0	8.6	-0.8	3.0	0.1	-4.5	0.4	14.3	0.6
Cc1ccc(OCC(=O)N(Cc2ccco2)C2CCS(=O)(=O)C2)cc1 (stereo unspecified)	0.1	-2.5	5.7	-1.9	3.5	-1.5	0.9	-2.0	0.1	0.6
O=C(NCCC1=CCCCC1)c1ccc(-n2cncn2)c([N+](=O)[O-])c1	-6.7	-0.4	5.6	3.7	4.5	-5.4	-3.9	2.1	7.3	-0.6
O=C(CCc1nnc(-c2ccc(-c3ccccc3)cc2)o1)NCCc1ccccn1	-4.3	-7.8	6.6	-4.9	-0.2	-2.1	-0.1	3.9	-11.2	0.3
Cc1cc(OCC(=O)NC2CCN(Cc3ccccc3)CC2)c2c(C)cc(=O)oc2c1	-14.1	1.2	-3.7	-2.6	1.4	3.4	-23.2	-3.4	-9.7	-2.0
CC1CCc2sc(C(=O)Nc3nnc(SCc4ccc(F)cc4)s3)cc2C1 (stereo unspecified)	2.1	1.9	-6.4	6.0	-4.7	29.6*	2.2	-9.2	-6.1	8.4
N#Cc1cc2c(nc1SCc1cccc(Cl)c1)CCCCC2	-0.1	-3.2	-3.7	-0.1	-4.2	1.3	-6.7	-5.7	6.8	-1.5
CCC(C)(C)n1nnnc1C(c1cccs1)N1CCCCC1 (stereo unspecified)	4.4	-1.6	0.6	-8.9	-6.7	2.2	-1.6	-4.4	1.6	-1.2
O=C(Nc1cc(C(F)(F)F)ccc1Cl)c1cccc(N2C(=O)CCC2=O)c1	3.9	-1.3	10.0	-2.2	-2.3	-2.4	1.4	-1.3	-2.8	-1.9
O=C(NCc1ccccc1)Nc1ccccc1C(=O)N1CCCC1	-3.1	-4.2	-2.0	-0.8	nt	-1.7	1.0	nt	nt	nt
O=C(c1cccc(S(=O)(=O)Nc2cccc(C(F)(F)F)c2)c1)N1CCOCC1	-0.8	-1.8	4.7	1.9	3.3	-2.4	0.9	-2.1	0.6	0.4
COc1ccc(N2CCN(CCCNC(=O)CCOC(C)(C)C)CC2)cc1	1.9	0.5	6.9	0.1	nt	9.8	-0.9	nt	nt	nt
CCNc1ccc(N=Nc2c(C)n(C)n(-c3ccccc3)c2=O)cc1	0.3	-6.6	-0.6	-2.9	10.6	4.3	-5.7	nt	3.4	-8.3
C#CC(C)OCC1CNC(=S)O1 (stereo unspecified)	-0.5	2.8	3.1	2.2	10.1	-0.5	6.9	-0.9	-3.1	-1.7
COc1cccc(CSc2ccc(S(=O)(=O)N3CCOCC3)cc2C(=O)NCC2CCCO2)c1OC (stereo unspecified)	3.4	-0.8	-2.3	-3.6	-4.7	-4.2	-0.9	2.2	4.9	0.0
Cn1nc(C(F)(F)F)c(/C=N/OC(=O)c2ccccc2)c1Sc1ccc(Cl)cc1	3.9	-0.6	0.9	-0.2	-2.2	6.1	5.4	-3.2	0.9	-0.1
CCC1(C2=CCCCC2)C(=O)NC(=S)N=C1N (stereo unspecified)	-4.4	-3.7	-2.0	1.8	-3.6	3.6	1.9	8.1	-11.4	-1.6
Cc1ccc(Cl)cc1N1CCN(C(=O)Cc2cn(C)c3ccccc23)CC1	-15.1	-1.6	-9.2	-6.0	-4.3	-0.6	-10.8	-41.4	-8.4	0.5
CCCC(C)C(=O)Nc1cc([N+](=O)[O-])ccc1F (stereo unspecified)	3.2	-3.8	-4.8	2.1	16.2	-6.2	-3.5	-4.0	8.8	-1.0

5 compounds out of the list, arranged by SMILES length, low to high:
SMILES	GC-B act	SMARCA2 act	ABHD4 inh	rCAG RNA binder	ARFGAP1 inhibitor	NR1D1 modulator	NPR1 activator	HTRA1 inhibitor	ASAP1 GAP inh	PG9 binder
CCC(C)(C)n1nnnc1C(c1cccs1)N1CCCCC1 (stereo unspecified)	4.4	-1.6	0.6	-8.9	-6.7	2.2	-1.6	-4.4	1.6	-1.2
O=C(NCc1ccccc1)Nc1ccccc1C(=O)N1CCCC1	-3.1	-4.2	-2.0	-0.8	nt	-1.7	1.0	nt	nt	nt
CCNc1ccc(N=Nc2c(C)n(C)n(-c3ccccc3)c2=O)cc1	0.3	-6.6	-0.6	-2.9	10.6	4.3	-5.7	nt	3.4	-8.3
O=C(Nc1cc(C(F)(F)F)ccc1Cl)c1cccc(N2C(=O)CCC2=O)c1	3.9	-1.3	10.0	-2.2	-2.3	-2.4	1.4	-1.3	-2.8	-1.9
O=C(c1cccc(S(=O)(=O)Nc2cccc(C(F)(F)F)c2)c1)N1CCOCC1	-0.8	-1.8	4.7	1.9	3.3	-2.4	0.9	-2.1	0.6	0.4
